# Bioassay records as filed in PubChem BioAssay.
# SENP6 inh: inhibitors of human SENP6 protease. Q9GZR1. Recombinant SENP6 catalytic domain, aminoluciferin luminescence. inhibition, % at 10 µM. 1.8% of 330,000 active. AID 2599;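 active means inhibition above about 50% at the single tested dose, limit read from the data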;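 further: plate controls were DMSO wells with enzyme for no effect and DMSO wells lacking enzyme for full effect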
# Target sequence (Q9GZR1 628-1112 limits assumed): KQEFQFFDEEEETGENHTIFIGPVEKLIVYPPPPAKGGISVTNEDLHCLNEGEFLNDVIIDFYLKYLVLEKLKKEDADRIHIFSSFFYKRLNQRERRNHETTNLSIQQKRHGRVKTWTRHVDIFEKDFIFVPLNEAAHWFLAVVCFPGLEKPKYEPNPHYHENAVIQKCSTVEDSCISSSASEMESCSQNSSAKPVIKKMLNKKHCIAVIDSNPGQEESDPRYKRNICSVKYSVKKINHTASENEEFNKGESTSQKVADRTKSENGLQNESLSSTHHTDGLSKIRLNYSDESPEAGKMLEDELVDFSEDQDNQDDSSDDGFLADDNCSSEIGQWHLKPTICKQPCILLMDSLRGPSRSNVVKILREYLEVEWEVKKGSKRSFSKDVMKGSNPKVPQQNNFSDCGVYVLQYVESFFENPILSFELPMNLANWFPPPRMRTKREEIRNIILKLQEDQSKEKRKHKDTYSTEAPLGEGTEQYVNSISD
# SENP8 block-1: blocks the human protease SENP8; inhibition, % at 10 µM; purified SENP8, Z-RLRGG-aminoluciferin cleavage, luminescence; AID 2540; Q96LD8; 1.2% of 330,000 active; in the data active means inhibition above about 50%
# Target sequence (Q96LD8 whole entry, looked up): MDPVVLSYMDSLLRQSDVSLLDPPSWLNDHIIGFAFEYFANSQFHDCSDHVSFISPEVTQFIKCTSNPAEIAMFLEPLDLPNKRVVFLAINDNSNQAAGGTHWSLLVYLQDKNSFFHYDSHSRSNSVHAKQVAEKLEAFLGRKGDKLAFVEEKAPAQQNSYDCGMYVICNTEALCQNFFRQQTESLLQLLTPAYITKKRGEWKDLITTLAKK
# HKDC1 inh: blocks human hexokinase HKDC1 activity. Q2TB90. recombinant HKDC1, G6PDH/diaphorase resazurin coupled fluorescence. inhibition, % at 20 µM. 0.16% of 340,000 active. AID 493160;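 active means inhibition above about 35% when tested at 20 µM, limit read from the data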;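 further: plate controls were DMSO wells with enzyme for no effect and DMSO wells lacking enzyme for full effect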
#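 Test system: recombinant HKDC1 (HK5) hexokinase enzyme, produced in-house / Doses: 20 µM test compound, 1% DMSO / Timing: 90 min, room temperature / Detection: G6PDH/diaphorase-coupled fluorescence, 1 mM NADP, 100 µM resazurin, 525/613 nm / Control set: DMSO wells with and without enzyme mix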
# SENP1 FRET inh: blocks the human SENP1 SUMO protease catalytic domain; Q9P0U3; recombinant SENP1 catalytic domain, CyPet-SUMO1-YPet FRET cleavage; inhibition, % at 10 µM; 0.21% of 360,000 active; AID 624204;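 active means inhibition at least 30% at 10 µM, raw YFP signal under a set limit, fluorescence ratio 0.5 to 1.5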;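 further: 0% = enzyme with DMSO and 100% = no enzyme wells; some results filed as inactive read as strong as hits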
# Target sequence (Q9P0U3 419-644 limits assumed): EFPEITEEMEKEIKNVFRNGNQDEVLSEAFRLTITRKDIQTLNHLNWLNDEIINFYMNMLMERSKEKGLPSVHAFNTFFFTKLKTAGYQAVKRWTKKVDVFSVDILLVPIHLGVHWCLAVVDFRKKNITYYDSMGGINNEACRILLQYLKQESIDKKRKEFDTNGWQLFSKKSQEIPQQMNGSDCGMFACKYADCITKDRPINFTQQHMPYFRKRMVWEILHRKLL
#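 Material: hSENP1 catalytic domain, recombinant; medium: Tris pH 8 with BME, BSA, NP40 and catalase; compound: single concentration of 10 µM compound, 0.5% DMSO final; technique: FRET read of cyan and yellow fluorescence; timing: 50 min enzyme reaction, room temperature, light-protected; reagent: SFCypet-SUMO1-SFYpet substrate at 25 nM; control set: no-enzyme low, enzyme-DMSO high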
# SENP8 block-2: SENP8 (human) protease inhibition; Q96LD8; recombinant SENP8, Nedd8 substrate fluorescence; inhibition, % at 20 µM; 0.64% of 360,000 active; AID 602440; in the data active means inhibition mostly above about 40%, no sharp cut-off; inactive means mostly below about 27%
# PfG6PD inh: PfG6PD (Plasmodium falciparum) enzyme inhibition; PfGluPho enzyme, NADPH resazurin-diaphorase fluorescence; inhibition, % at 20 µM; 0.78% of 350,000 active; AID 504690;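 active means inhibition reaching at least a set limit at 20 µM in the primary screen, cut at about 59% in these data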;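 further: 0% = DMSO wells with substrate and 100% = DMSO wells lacking glucose-6-phosphate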
# NALP3 yeast inh: blocks the NALP3 inflammasome reconstituted in yeast; inhibition, % at 10 µM; 0.39% of 330,000 active; Yeast reconstituted NLRP3/ASC/caspase-1, beta-gal luminescence, 24 h;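 active means inhibition of 50% or more; inactive means inhibition below 50%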;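 further: plate controls were induced DMSO wells for no effect and uninduced yeast grown without galactose for full effect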
# SENP7 inh: inhibitors of human SENP7 protease; Q9BQF6; 1.5% of 330,000 active; recombinant SENP7, Z-RLRGG-aminoluciferin luminescence, 40 min; inhibition, % at 5 µM;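 active means inhibition above about 50% at the single test dose, limit read from the data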;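 further: plate controls were DMSO with enzyme for no effect and no enzyme buffer wells for full effect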
# Apaf-1 inh: human Apaf-1 inhibition | AID 489030 | 0.71% of 330,000 active | inhibition, % at 20 µM | O14727 | reconstituted apoptosome caspase-3 activity, DEVD-Rh110 fluorescence; active means inhibition of at least 40% at 20 µM;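 further: plate controls were DMSO wells for no effect and DEVD-CHO caspase inhibitor wells for full effect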
#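 System – cell-free apoptosome with Apaf-1, procaspase-3 and caspase-9 · Buffer or medium – pH 7.5 Hepes buffer with CHAPS, BSA, DTT · Also added – cytochrome c with DEVD-Rh110 · Times – 30 min compound preincubation, 50 min activation, room temperature · Technique – Rh110 fluorescence intensity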
# * hit, by the source's call; nt = not tested or not shown. Hits appear at their usual frequency. Share with any hit: about 4.1%.
SMILES,SENP6 inh,SENP8 block-1,HKDC1 inh,SENP1 FRET inh,SENP8 block-2,PfG6PD inh,NALP3 yeast inh,SENP7 inh,Apaf-1 inh
Cc1ccc(C(=O)Nc2cc(Cl)ccc2OC(=O)c2ccc(C)cc2)cc1,31.5,9.8,nt,nt,nt,nt,26.7,33.1,9.7
Cc1ccc(NC(=O)CN2C(=O)NC3(CCc4ccccc43)C2=O)cc1Cl (stereo not drawn),6.2,2.5,-3.2,-0.1,7.5,15.9,-4.0,-0.1,-2.6
COc1cc(NC(=O)CSc2nc(=O)n(CCCN3CCOCC3)c3c2CCC3)cc(OC)c1,-17.4,3.0,-5.4,2.1,2.2,9.3,20.1,3.5,-3.0
Cc1ccc(NC(=O)Cn2nc(C)c(S(=O)(=O)N(C)C)c2C)cc1C,-14.7,-3.8,-5.7,2.0,28.1,-12.2,11.7,-5.5,-8.4
COC(=O)c1cccc(N2C(=O)c3ccccc3S2(=O)=O)c1,-8.9,-12.8,-1.6,2.2,17.6,-4.3,-10.9,-8.6,6.4
O=C(O)c1ccc(N=Nc2c(O)ccc3ncccc23)cc1,96.7*,96.9*,15.9,7.1,37.7,18.7,55.3*,100.4*,17.5
CC(=O)OCC1O[C@@H](O[C@@H]2C[C@H]3C(C)(C)[C@H](OC(C)=O)CC[C@]3(C)[C@H]3CC[C@]45C[C@]4(CC[C@H]5[C@@H](C)C[C@@H](O)[C@H](O)C(C)(C)O)[C@@]32C)[C@H](O)[C@@H](O)[C@@H]1O (stereo partly drawn),-9.8,-6.4,nt,nt,nt,nt,1.3,5.2,25.4
CC(C)=NOC(=O)c1c(C)noc1-c1snnc1C,-14.1,-9.0,0.4,-0.5,18.1,12.5,9.3,9.5,-3.1
COC(=O)c1ccccc1NC(=O)N1CCN(S(C)(=O)=O)CC1,-7.0,-3.4,2.6,0.0,-80.4,-11.9,-12.9,-6.0,7.7
COC(=O)C1=C(C(=O)OC)SC2(S1)C(C(=O)OC)=C(C(=O)OC)SC1=C2c2cccc(C)c2NC1(C)C,4.8,-3.7,-9.2,-0.4,10.1,-7.1,22.7,-9.6,16.4
CCc1cc(C)c(O)c(CC)n1,3.3,0.6,3.4,-1.2,9.3,-15.2,0.3,4.9,-0.9
CCCC(C(=O)NNC(=O)c1ccncc1)c1ccccc1 (stereo not drawn),4.5,-0.3,-5.5,-0.2,5.7,-15.2,15.1,3.2,0.5
CC1CCc2nc(NC(=O)CSc3nc4ccccc4o3)sc2C1 (stereo not drawn),-2.6,-4.6,0.0,1.5,24.5,-0.7,-9.4,5.3,8.9
O=C1CN(C(=O)c2ccccc2F)C(c2ccc(F)cc2)c2cc(F)ccc2N1 (stereo not drawn),1.2,0.6,-2.4,0.5,3.5,-7.4,-3.3,-0.5,10.9
O=C(COC(=O)/C=C/c1ccc(Cl)cc1Cl)NCc1ccco1,-20.8,2.1,-5.0,1.9,9.3,10.0,-17.1,-4.1,4.7
Cc1cccc(Nc2nnc(SCC(=O)NC(=O)Nc3ccc4c(c3)OCCO4)s2)c1,3.1,-5.8,-4.6,2.8,30.6,-9.9,0.0,5.4,-6.2
CCC(C)C(=O)Nc1ncc2c(n1)CC(c1cccs1)CC2=O (stereo not drawn),-6.3,-0.3,-5.2,4.0,1.2,16.5,3.3,7.3,3.8
COc1ccc(CCNC(=O)c2ccc(CS(=O)(=O)c3ccc(C)cc3)o2)cc1OC,-6.9,4.4,-0.1,-0.1,23.8,-7.3,10.6,-0.3,-4.7
O=C(Cn1nc(-c2cccs2)ccc1=O)Nc1ccc(Br)cc1,-10.8,-2.1,-2.5,1.6,-48.2,8.0,11.7,0.3,11.9
Cc1ccsc1C(=O)OCC(=O)NC1CCCCC1C (stereo not drawn),-3.2,-7.5,1.5,0.2,3.3,12.2,7.7,1.4,-3.4
CC(C)Sc1nnc(NC(=O)c2ccc3c(c2)OCO3)s1,-15.6,-17.9,-0.9,3.3,-100.0,99.9*,-8.7,-1.1,8.9
Cn1c(CN2CCN(CC#N)CC2)c(C#N)c2ccccc21,-0.6,-1.7,-3.0,2.0,3.1,-17.7,6.5,4.7,-3.2
COc1nnc(-c2ccc(C)cc2)c2ccccc12,6.5,0.6,1.5,0.7,12.0,-13.1,36.6,-8.1,-2.6
COc1ccc(-c2nnc(SCC(=O)c3cccs3)o2)cc1,24.1,27.2,8.9,2.4,14.7,10.5,-20.5,56.0*,6.9
Cc1ccccc1C(=O)NN(C)c1nc2ccccc2nc1C(F)(F)F,3.7,-9.0,-4.1,-3.7,-68.5,7.3,16.2,11.8,-1.0
Cn1cc([N+](=O)[O-])c(C(=O)NCC(=O)O)n1,-26.4,-4.5,-4.3,1.8,-0.2,-24.9,15.7,2.4,-3.8
COC(Cc1ccccc1N1CCCC1=O)OC,-5.8,-12.0,0.2,4.9,17.9,-4.9,15.3,-15.8,20.2
COc1ccc(N=C2C(=Nc3ccc(OC)cc3)N(c3ccccc3)C(=S)N2C(=O)c2ccc(Cl)cc2)cc1,2.0,-4.4,-2.5,-0.7,20.7,-4.5,24.4,6.3,-4.6
COc1ccccc1C(=O)Nc1ccc2c(c1)nc(CCNC(=O)c1ccco1)n2C,-9.8,-6.7,-7.4,0.4,5.2,3.3,2.8,-0.8,3.4
CC1CCC(NC(=O)C2CCN(c3nc4ccccc4s3)CC2)CC1 (stereo not drawn),18.9,4.3,-3.7,-1.1,14.4,6.6,13.8,6.7,8.1
COc1ccc(NS(=O)(=O)c2cccc(C(=O)NNC(=O)c3cccc(NC(C)=O)c3)c2)cc1,-11.1,-10.2,-0.8,1.7,1.9,-3.0,-8.7,-5.7,-5.3
COC(=O)CC1SC(=O)NC1=O (stereo not drawn),6.1,-6.9,-1.8,-0.4,25.1,-5.8,-4.9,-3.7,6.0
Cc1ccc(NC(=S)Nc2cccc3cnccc23)cc1,92.0*,86.8*,8.3,-5.3,-110.1,56.8,33.7,70.1*,96.2*
Clc1ccc(NC2=NCCC2)cc1Cl,-8.2,-3.0,-8.1,0.3,14.4,-11.1,14.6,0.1,-4.1
Cc1cc(C)n(C(=O)COc2ccccc2[N+](=O)[O-])n1,-30.2,1.4,2.2,5.1,3.7,6.0,8.9,-3.1,-11.6
O=[N+]([O-])c1ccc2c(c1N1CCCCC1)=NC1(CCCCC1)[N+]=2[O-],24.9,12.5,31.3,-2.9,34.9,23.3,17.1,1.5,13.0
COc1ccc(OCCSc2n[nH]c(N)n2)cc1,-31.0,-11.9,3.7,2.3,24.1,0.8,9.7,5.2,24.7
O=C(Nc1cccc(-c2nc3ccccc3s2)c1)C1=COCCO1,43.8,19.4,-1.8,1.2,5.6,9.6,45.1,20.0,9.1
COc1ccc(C(CNC(=O)CSc2ccc(Br)cc2C)N2CCOCC2)cc1 (stereo not drawn),-7.0,6.8,-4.7,2.4,-0.5,-2.2,-5.4,4.4,18.1
CCOC(=O)c1cnc(SC)nc1Oc1cccc(NS(=O)(=O)c2ccc(F)cc2)c1,-1.7,-1.2,4.7,0.6,14.3,-6.1,3.8,11.3,15.6
O=S1(=O)N=C(c2ccccc2)c2ccccc21,2.7,-1.1,-2.3,2.6,23.2,-4.6,5.9,1.9,-11.4
Cc1nn(CCCC(=O)O)c(C)c1[N+](=O)[O-],-1.8,-2.6,-11.9,2.2,9.0,12.4,10.6,5.8,3.4
COc1ccc(N2CC(C(=O)N/N=C/c3cccs3)CC2=O)cc1 (stereo not drawn),-18.8,-5.8,-3.1,2.8,19.3,-4.0,0.7,-6.2,-7.3
CSc1nnc(-c2cccs2)n1C,-1.1,0.3,-5.6,0.2,5.9,0.3,6.9,-5.7,-7.3
O=C(CCc1ccccc1)NC(=S)Nc1ccccc1[N+](=O)[O-],-13.9,-4.4,3.1,-0.6,7.9,10.5,32.5,0.6,20.4
COc1cnc(-c2ccccn2)nc1Oc1ccc(Cl)c2ccccc12,-1.7,-1.2,17.9,2.7,9.3,20.1,34.3,0.1,17.6
O=C(Nc1nccs1)c1c(O)c2cccc3c2n(c1=O)CCC3,-3.0,-4.7,nt,nt,nt,nt,23.5,4.1,11.5
CC(=O)Nc1ccc(S(=O)(=O)NCC(=O)OCC(=O)c2ccc[nH]2)cc1,11.2,3.7,-7.3,0.1,-2.9,1.7,12.8,0.4,-7.9
Cc1ccc(-c2noc(C3CCCN(C(=O)C4CCCCC4)C3)n2)o1 (stereo not drawn),-18.5,-11.7,0.4,-2.2,1.9,4.3,7.1,-5.5,-0.7
O=C(COc1ccccc1)Nc1nc(-c2cccnc2)cs1,-3.9,-0.1,-0.8,-13.9,-35.3,8.2,11.8,0.3,-9.2
CCOc1ccc(NS(=O)(=O)c2cc(C(=O)N3CCC3)ccc2Cl)cc1,-5.7,1.5,-4.7,1.3,-3.0,-6.1,-4.7,1.4,3.4
Cc1cc(C)cc(NC(=S)NCc2cccnc2)c1,-3.3,-2.6,-7.5,0.9,21.0,-1.4,11.2,8.7,8.5
CCOC(=O)N1CCC(NC(=O)c2cccc3c2C(=O)N(CCOC)C3)CC1,-10.0,1.6,-2.1,-0.5,13.9,-0.2,7.0,2.4,-0.1
Cc1cc(C(=O)COc2cccnc2[N+](=O)[O-])c(C)n1-c1ccccc1F,-6.6,-12.8,7.6,-4.1,14.1,19.4,-6.7,-6.2,5.6
CCc1ccc(OCCOCC(O)CNC(C)(C)C)cc1 (stereo not drawn),-10.6,-3.7,-9.6,1.5,14.7,7.2,10.6,1.2,-0.4
O=C1Cc2ccccc2Sc2ccccc21,5.3,-0.1,-0.9,-2.8,-37.2,-4.2,-0.1,2.8,-4.6

# Compounds above that have a thiophene ring, fused or not:
SMILES,SENP6 inh,SENP8 block-1,HKDC1 inh,SENP1 FRET inh,SENP8 block-2,PfG6PD inh,NALP3 yeast inh,SENP7 inh,Apaf-1 inh
CCC(C)C(=O)Nc1ncc2c(n1)CC(c1cccs1)CC2=O (stereo not drawn),-6.3,-0.3,-5.2,4.0,1.2,16.5,3.3,7.3,3.8
O=C(Cn1nc(-c2cccs2)ccc1=O)Nc1ccc(Br)cc1,-10.8,-2.1,-2.5,1.6,-48.2,8.0,11.7,0.3,11.9
Cc1ccsc1C(=O)OCC(=O)NC1CCCCC1C (stereo not drawn),-3.2,-7.5,1.5,0.2,3.3,12.2,7.7,1.4,-3.4
COc1ccc(-c2nnc(SCC(=O)c3cccs3)o2)cc1,24.1,27.2,8.9,2.4,14.7,10.5,-20.5,56.0*,6.9
COc1ccc(N2CC(C(=O)N/N=C/c3cccs3)CC2=O)cc1 (stereo not drawn),-18.8,-5.8,-3.1,2.8,19.3,-4.0,0.7,-6.2,-7.3
CSc1nnc(-c2cccs2)n1C,-1.1,0.3,-5.6,0.2,5.9,0.3,6.9,-5.7,-7.3
